Assay outcomes: PubChem BioAssay, several laboratories
MT1-MMP act inh: blocks activation of human MT1-MMP. HT1080 RFP-PRO-GFP cells, GFP/RFP ratio fluorescence, overnight; percent of plate control window, DMSO zero. GFP/RFP ratio change, % at 20 µM. AID 651647. P50281. 360,000 compounds, 0.061% hits;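 active = GFP/RFP ratio change of at least 30% with cell ATP level not reduced by more than half and red fluorescence within 50% of control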; also: strong numbers were not always called active
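system = RFP-PRO-GFP reporter HT1080 cells | dosing = 20 µM single dose, 1% DMSO | timing = overnight cell settling, then overnight compound exposure, 37 °C, 5% CO2 | read-out basis = GFP/RFP fluorescence ratio | controls = DMSO and RFP-L50D-GFP cell wells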
FAS-TE inh: inhibitors of human fatty acid synthase thioesterase domain | P49327 | recombinant FAS-TE, OMFH fluorogenic substrate, fluorescence endpoint | inhibition, % at 15 µM | 360,000 compounds, 0.67% hits;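 active = compounds whose normalised, plate-corrected inhibition of enzyme fluorescence in the single-dose primary screen is 50% or more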;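 also: 0% = DMSO with enzyme and 100% = substrate without enzyme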
Tb MetRS inh: Trypanosoma brucei MetRS inhibition. purified T. brucei MetRS, ATP depletion, Kinase-Glo luminescence. inhibition, % at 11.9 µM. 360,000 compounds, 0.4% hits;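 active = inhibition above a per-plate cutoff of the control wells' mean inhibition plus 3 SD, cut at about 5.5% in these data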;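 also: 0% = DMSO wells median and 100% = median of wells with control inhibitor compound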
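technique = Kinase-Glo luminescence, ATP depletion format | system = purified MetRS (methionyl-tRNA synthetase) enzyme from Trypanosoma brucei | timing = 15 min preincubation, 2 h reaction, all 25 °C | evaluation = percent inhibition versus plate control medians | dosing = single dose, 11.9 µM final nominal, 0.9% final DMSO | also added = substrates ATP, L-methionine and bulk Escherichia coli tRNA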
MsrA inhibitor: inhibits bovine methionine sulfoxide reductase A | purified bovine MsrA, absorbance read-out | inhibition, % at 15.5 µM | 360,000 compounds, 0.75% hits | AID 651718; in the data active = inhibition above about 4.5%;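 also: 0% = vehicle wells with enzyme and 100% = reference inhibitor wells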
NRP1-CendR mod: modulators of CendR peptide binding to human neuropilin-1 | O14786 | FAM-RPARPAR peptide binding to NRP-1, fluorescence polarization | inhibition, % at 25 µM | 360,000 compounds, 0.85% hits | AID 602438;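 active = inhibition or corrected inhibition above about 18%, plus a signal ratio from 0.5 to 1.5, limit read from the data, passing the limit was not always enough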; also: strong numbers were not always called active
Target sequence (O14786 whole entry, looked up): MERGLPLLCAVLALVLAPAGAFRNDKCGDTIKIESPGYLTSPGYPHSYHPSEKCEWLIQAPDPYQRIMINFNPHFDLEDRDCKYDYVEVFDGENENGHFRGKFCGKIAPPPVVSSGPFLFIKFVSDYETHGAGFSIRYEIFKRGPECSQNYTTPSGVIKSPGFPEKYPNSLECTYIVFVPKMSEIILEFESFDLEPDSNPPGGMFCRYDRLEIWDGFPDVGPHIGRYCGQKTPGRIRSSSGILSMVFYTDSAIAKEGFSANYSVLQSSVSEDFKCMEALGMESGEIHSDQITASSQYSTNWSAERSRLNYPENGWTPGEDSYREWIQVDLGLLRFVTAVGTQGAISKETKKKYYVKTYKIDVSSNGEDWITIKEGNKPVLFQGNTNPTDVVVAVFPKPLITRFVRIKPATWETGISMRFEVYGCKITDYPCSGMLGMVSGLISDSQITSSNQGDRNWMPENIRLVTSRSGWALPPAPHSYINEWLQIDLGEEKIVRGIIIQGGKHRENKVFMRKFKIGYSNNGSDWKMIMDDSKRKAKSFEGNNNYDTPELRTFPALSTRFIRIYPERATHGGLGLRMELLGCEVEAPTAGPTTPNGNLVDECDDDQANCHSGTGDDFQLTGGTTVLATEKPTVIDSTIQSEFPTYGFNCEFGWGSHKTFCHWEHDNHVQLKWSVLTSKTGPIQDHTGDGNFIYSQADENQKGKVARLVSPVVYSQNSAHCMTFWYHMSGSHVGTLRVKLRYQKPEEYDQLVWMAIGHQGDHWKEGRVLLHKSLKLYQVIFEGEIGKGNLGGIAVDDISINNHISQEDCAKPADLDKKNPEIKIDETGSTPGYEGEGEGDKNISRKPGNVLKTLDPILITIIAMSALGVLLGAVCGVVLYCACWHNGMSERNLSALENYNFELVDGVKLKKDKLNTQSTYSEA
SKN-1 inh: blocks SKN-1 activity in C. elegans. inhibition, % at 21.8 µM. C. elegans VP596 Pgst-4::GFP/RFP ratio, acrylamide-induced, 24 h. AID 624304. 360,000 compounds, 0.49% hits;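 active = interference check ratio from 0.5 to 1.5 plus GFP to RFP signal ratio inhibition reaching or exceeding a fixed threshold, cut at about 30% in these data, passing the limit was not always enough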; also: some compounds called inactive have numbers as strong as hits
MLLE-PAM2 inh: blocks PAM2 peptide binding to the PABP1 MLLE domain | P11940 | GST-MLLE / FITC-PAM2 fluorescence polarization | inhibition, % at 20 µM | 360,000 compounds, 0.36% hits | AID 588489; in the data active = inhibition above about 35%, passing the limit was not always enough;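 also: plate controls were DMSO wells with GST-MLLE for no effect and wells lacking GST-MLLE protein for full effect; some results filed as inactive read as strong as hits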
E coli Lon inh: inhibitors of E. coli Lon protease | P0A9M0 | purified E. coli Lon protease, fluorescence polarization | inhibition, % at 7.94 µM | 360,000 compounds, 0.42% hits | AID 602123; in the data active = inhibition above about 13%, passing the limit was not always enough;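 also: 0% = enzyme with probe and DMSO and 100% = no enzyme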
MsrA act: activators of bovine methionine sulfoxide reductase A; purified bovine MsrA, absorbance read-out; activation, % at 10.6 µM; 360,000 compounds, 0.3% hits; in the data active = activation above about 7.5%;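 also: 0% = vehicle and 100% = reference activator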
The depositor's hits bear a star.

`CCOC(=O)C1(C)CCCN(C(=O)c2ccccc2)C1` (centres undefined) gave MT1-MMP act inh -4, FAS-TE inh -7, Tb MetRS inh 0.2, MsrA inhibitor 0.6, NRP1-CendR mod -6, SKN-1 inh 25, MLLE-PAM2 inh 12, E coli Lon inh 5 and MsrA act 1.
For Cc1ccc(Cl)c(NC(=S)N(CCCN2CCOCC2)Cc2ccco2)c1 the results were MT1-MMP act inh 5, FAS-TE inh 18, Tb MetRS inh -1.1, MsrA inhibitor -0.4, NRP1-CendR mod 12, SKN-1 inh -3, MLLE-PAM2 inh -83, E coli Lon inh -2 and MsrA act -7.
`Cc1nn(C)c(C)c1CNC(=O)Nc1ccc(Cl)cc1` gave MT1-MMP act inh -1, FAS-TE inh -2, Tb MetRS inh 0.8, MsrA inhibitor -0.4, NRP1-CendR mod 3, SKN-1 inh -6, MLLE-PAM2 inh -3, E coli Lon inh -3 and MsrA act -2.
For CC(C)C[C@H]1CN(CCCC[C@@H]2CNC(=O)C(=O)N2CC2CCCCC2)C(=O)C(=O)N1CC1CCCCC1 the results were MT1-MMP act inh 4, FAS-TE inh 18, Tb MetRS inh -0.8, MsrA inhibitor 1.8, NRP1-CendR mod -4, SKN-1 inh 2, E coli Lon inh -8 and MsrA act -2.
For CCSc1cc(N2CCCC2)nc(-c2ccc(Cl)cc2)n1 the results were MT1-MMP act inh 5, FAS-TE inh 20, Tb MetRS inh -0.3, MsrA inhibitor -0.7, NRP1-CendR mod 12, SKN-1 inh 10, MLLE-PAM2 inh 13, E coli Lon inh -28 and MsrA act -1.
`Cc1[nH]n(-c2ccccc2)c(=O)c1C=Nc1cnc2ccccc2c1` gave MT1-MMP act inh 2, FAS-TE inh 10, Tb MetRS inh 0.0, MsrA inhibitor 1.8, NRP1-CendR mod 6, SKN-1 inh 13, MLLE-PAM2 inh 2, E coli Lon inh -4 and MsrA act -2.
CCc1ccc(NC(=O)Nc2ccc3c(c2)N(C)C(=O)CS3)cc1 was read as MT1-MMP act inh -5, FAS-TE inh 24, Tb MetRS inh -0.4, MsrA inhibitor -1.1, NRP1-CendR mod -9, SKN-1 inh 2, MLLE-PAM2 inh -9, E coli Lon inh 0 and MsrA act 1.
COC(=O)[C@@H]1[C@@H](C)N(Cc2ccccc2)C(=O)N[C@H]1c1ccccc1 was read as MT1-MMP act inh -3, FAS-TE inh -10, Tb MetRS inh -0.3, MsrA inhibitor 0.7, NRP1-CendR mod -5, SKN-1 inh -5, MLLE-PAM2 inh 6, E coli Lon inh 2 and MsrA act -7.
`CCOC(=O)C1=C(COC(=O)CNS(=O)(=O)c2ccc(NC(C)=O)cc2)NC(=O)NC1C` (centres undefined) gave MT1-MMP act inh -4, FAS-TE inh -5, Tb MetRS inh -0.3, MsrA inhibitor 0.7, NRP1-CendR mod -48, SKN-1 inh 2, MLLE-PAM2 inh -8, E coli Lon inh -27 and MsrA act -5.
For NS(=O)(=O)c1ccc(CCNS(=O)(=O)Cc2ccc(Cl)cc2)cc1 the results were MT1-MMP act inh -1, FAS-TE inh 0, Tb MetRS inh -0.6, MsrA inhibitor 0.7, NRP1-CendR mod -3, SKN-1 inh 7, MLLE-PAM2 inh 0, E coli Lon inh -2 and MsrA act 2.
`CC1(C(=O)NS(=O)(=O)c2ccccc2Cl)CCN1C(=O)c1cccc(F)c1` (centres undefined) gave MT1-MMP act inh -2, FAS-TE inh -10, Tb MetRS inh -0.3, MsrA inhibitor 0.7, NRP1-CendR mod 6, SKN-1 inh -3, MLLE-PAM2 inh 3, E coli Lon inh -1 and MsrA act -5.
Screening COC(=O)c1c(SCC(=O)Nc2ccc(C)c(C)c2)nc(=O)[nH]c1C returned MT1-MMP act inh -1, FAS-TE inh -6, Tb MetRS inh -0.2, MsrA inhibitor -0.8, NRP1-CendR mod -8, SKN-1 inh -4, MLLE-PAM2 inh -18, E coli Lon inh 0 and MsrA act -1.
Screening Cc1cc(NC(=O)c2cccc(Br)c2)n[nH]1 returned MT1-MMP act inh 4, FAS-TE inh -1, Tb MetRS inh -0.3, MsrA inhibitor -1.1, NRP1-CendR mod -5, SKN-1 inh 0, MLLE-PAM2 inh -4, E coli Lon inh -1 and MsrA act -4.
For O=C(CSc1ccccn1)N1CCN(C(=O)CSc2ccccn2)CC1 the results were MT1-MMP act inh 2, FAS-TE inh -10, Tb MetRS inh -1.3, MsrA inhibitor -0.5, NRP1-CendR mod 16, SKN-1 inh -25, MLLE-PAM2 inh 6, E coli Lon inh 2 and MsrA act -4.
Screening COc1ccc(NC(=O)C2CCCN2S(=O)(=O)c2ccc(C)cc2)cc1 (centres undefined) returned MT1-MMP act inh 6, FAS-TE inh -7, Tb MetRS inh -0.7, MsrA inhibitor -0.6, NRP1-CendR mod 16, SKN-1 inh 6, MLLE-PAM2 inh -5, E coli Lon inh 2 and MsrA act -7.
For Cc1cccnc1Nc1nc(-c2ccc(F)cc2)cs1 the results were MT1-MMP act inh 1, FAS-TE inh 26, Tb MetRS inh -2.1, MsrA inhibitor -1.4, NRP1-CendR mod 3, SKN-1 inh 42*, MLLE-PAM2 inh -11, E coli Lon inh 2 and MsrA act -2.
For Cc1cccc(C(=O)NCCNC(=O)c2cccc(C)c2)c1 the results were MT1-MMP act inh 1, FAS-TE inh -5, Tb MetRS inh -0.5, MsrA inhibitor 1.6, NRP1-CendR mod 5, SKN-1 inh 11, MLLE-PAM2 inh -2, E coli Lon inh 3 and MsrA act -4.
COc1ccc(C2C(C(C)=O)=C(O)C(=O)N2c2cccnc2)cc1OC (centres undefined) was read as MT1-MMP act inh 1, FAS-TE inh -8, Tb MetRS inh -0.2, MsrA inhibitor 2.0, NRP1-CendR mod 2, SKN-1 inh 2, MLLE-PAM2 inh 2, E coli Lon inh -1 and MsrA act -3.
For c1ccc(Cc2nnc3sc(-c4ccc5c(c4)OCO5)nn23)cc1 the results were MT1-MMP act inh 3, FAS-TE inh 11, Tb MetRS inh -0.5, MsrA inhibitor 1.2, NRP1-CendR mod 8, SKN-1 inh 4, MLLE-PAM2 inh 33, E coli Lon inh -1 and MsrA act -1.
`COc1cccc(C(=O)OCC(=O)c2c(N)n(C)c(=O)n(C)c2=O)c1` gave MT1-MMP act inh -5, FAS-TE inh -7, Tb MetRS inh -0.1, MsrA inhibitor 0.1, NRP1-CendR mod 7, SKN-1 inh 7, MLLE-PAM2 inh -2, E coli Lon inh -7 and MsrA act -1.
Screening CC(C)(C)C(=O)C(Cl)C(=O)Nc1ccccc1 (centres undefined) returned MT1-MMP act inh 0, FAS-TE inh 14, Tb MetRS inh -1.0, MsrA inhibitor -1.4, NRP1-CendR mod -3, SKN-1 inh 7, MLLE-PAM2 inh 25, E coli Lon inh 8 and MsrA act -7.
For CC1(C)CC(=O)c2cnn(-c3nc4ccccc4[nH]3)c2C1 the results were MT1-MMP act inh 6, FAS-TE inh -18, Tb MetRS inh -0.1, MsrA inhibitor -0.3, NRP1-CendR mod -8, SKN-1 inh 48, MLLE-PAM2 inh -2, E coli Lon inh -10 and MsrA act -9.
Cc1cc(OC(=O)c2ccc(C(F)(F)F)cc2)c([N+](=O)[O-])c(=O)[nH]1 was read as MT1-MMP act inh 2, FAS-TE inh -1, Tb MetRS inh 0.0, MsrA inhibitor -0.6, NRP1-CendR mod 2, SKN-1 inh 2, MLLE-PAM2 inh -3, E coli Lon inh -6 and MsrA act -2.
For O=C(NCc1ccccc1)c1cc(=O)nc2sc(-c3ccccc3)nn12 the results were MT1-MMP act inh 12, FAS-TE inh -3, Tb MetRS inh -0.1, MsrA inhibitor 0.4, NRP1-CendR mod -6, SKN-1 inh 22, MLLE-PAM2 inh 3, E coli Lon inh -9 and MsrA act 0.
`O=C(/C=C/c1ccc(Br)cc1)Nc1ccc(S(=O)(=O)Nc2ncccn2)cc1` gave MT1-MMP act inh 6, FAS-TE inh 0, Tb MetRS inh -0.7, MsrA inhibitor 2.3, NRP1-CendR mod -12, SKN-1 inh -15, MLLE-PAM2 inh 12, E coli Lon inh 11 and MsrA act -3.
`Cc1nc(-c2ccccc2)sc1-c1ccnn1C` gave MT1-MMP act inh 0, FAS-TE inh -2, Tb MetRS inh 0.7, MsrA inhibitor 1.8, NRP1-CendR mod -10, SKN-1 inh 21, MLLE-PAM2 inh 3, E coli Lon inh 8 and MsrA act -3.
For O=C(NCc1ccco1)c1ccccc1Nc1ccc(F)cc1 the results were MT1-MMP act inh 0, FAS-TE inh 19, Tb MetRS inh 0.0, MsrA inhibitor 0.1, NRP1-CendR mod -10, SKN-1 inh 9, MLLE-PAM2 inh 5, E coli Lon inh 6 and MsrA act 2.
For CCN(CC)C(=O)CSc1ncccc1-c1nc2ccccc2[nH]1 the results were MT1-MMP act inh -2, FAS-TE inh 0, Tb MetRS inh 0.2, MsrA inhibitor -0.3, NRP1-CendR mod 14, SKN-1 inh 7, MLLE-PAM2 inh 9, E coli Lon inh -9 and MsrA act -4.
COCCN(C(=O)CSc1nnc(-c2ccc(C)c(C)c2)o1)c1c(N)n(CC(C)C)c(=O)[nH]c1=O was read as MT1-MMP act inh -1, FAS-TE inh -9, Tb MetRS inh -0.1, MsrA inhibitor 1.2, NRP1-CendR mod -5, SKN-1 inh 13, MLLE-PAM2 inh -32, E coli Lon inh -10 and MsrA act -2.
NS(=O)(=O)c1cccc(NC(=O)CSc2nnc(-c3ccncc3)n2C2CC2)c1 was read as MT1-MMP act inh 5, FAS-TE inh -10, Tb MetRS inh -0.3, MsrA inhibitor -0.2, NRP1-CendR mod -3, SKN-1 inh -11, MLLE-PAM2 inh -20, E coli Lon inh -14 and MsrA act -2.
For On1cnnc1-c1ccccc1 the results were MT1-MMP act inh 3, FAS-TE inh -6, Tb MetRS inh -1.1, MsrA inhibitor -0.7, NRP1-CendR mod 10, SKN-1 inh 31, MLLE-PAM2 inh -2, E coli Lon inh -4 and MsrA act 0.
`CC(=O)Nc1ccc2c(c1)nc1n2CCSC1` gave MT1-MMP act inh -2, FAS-TE inh -11, Tb MetRS inh -0.6, MsrA inhibitor 0.5, NRP1-CendR mod -16, SKN-1 inh 11, MLLE-PAM2 inh 26, E coli Lon inh -3 and MsrA act -1.
CCOC(=O)C1Oc2ccccc2C(c2ccc(F)cc2)=C1C(=O)OC (centres undefined) was read as MT1-MMP act inh -4, FAS-TE inh 13, Tb MetRS inh -1.1, MsrA inhibitor 2.1, NRP1-CendR mod 11, SKN-1 inh 21, MLLE-PAM2 inh -4, E coli Lon inh -5 and MsrA act -1.
For COc1ccc(S(=O)(=O)Nc2ccccc2OC)cc1N=Nc1c(O)[nH]c(=S)[nH]c1=O the results were MT1-MMP act inh 3, FAS-TE inh 6, Tb MetRS inh 0.3, MsrA inhibitor -0.2, NRP1-CendR mod -3, SKN-1 inh 5, MLLE-PAM2 inh 3, E coli Lon inh -30 and MsrA act -2.

Rows are unselected (roughly 4% active in at least one column).
